CHX counter = affects cycloheximide protein synthesis inhibition readout, counter-screen; cell reporter, cycloheximide protein synthesis inhibition counterscreen; max response, %; actives 12% (n = 300,000); AID 2314; in the data active = max response mostly above about 13%, no sharp cut-off; inactive = mostly below about 14%; also: read at 38.3 µM for the half of the compounds with a filed dose; 0% is about no effect
HCMV inh = blocks human cytomegalovirus replication; activity change, negative = inhibition, % at 57.5 µM; AID 1259415; HFF cells, HCMV-luciferase reporter, 72 h; stronger effect = lower value; actives 4.5% (n = 410,000); in the data active = activity change below about -60%; inconclusive = no clear call, values can overlap the other calls; inactive = above about -39%; also: % is scaled to controls: 0 for no effect and ±100 for the full control effect
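Inhibition of viral replication was scored as loss of reporter luminescence in HFFs infected with HCMV-luciferase (MOI 1 PFU/cell) for 72 h; compounds tested at 2 doses, normalized to buffer and Salinomycin controls.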
AmpC inh detg = inhibitors of E. coli AmpC beta-lactamase with detergent | P00811 | AmpC hydrolysis of nitrocefin, absorbance 480 nm, 0.01% Triton | Potency, µM (highest dose often 114 µM), for inactives: at the highest dose activity change, negative = inhibition, most hits filed as inhibitors | actives 0.041% (n = 370,000);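 also: potency is read from the fitted curve at half-maximal effect; 0% = no-compound wells and -100% = no-enzyme wells; nearly all actives have a fitted effect of over 25% in size; some results filed as inactive show a strong effect at the top dose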
Target sequence (P00811 whole entry, looked up): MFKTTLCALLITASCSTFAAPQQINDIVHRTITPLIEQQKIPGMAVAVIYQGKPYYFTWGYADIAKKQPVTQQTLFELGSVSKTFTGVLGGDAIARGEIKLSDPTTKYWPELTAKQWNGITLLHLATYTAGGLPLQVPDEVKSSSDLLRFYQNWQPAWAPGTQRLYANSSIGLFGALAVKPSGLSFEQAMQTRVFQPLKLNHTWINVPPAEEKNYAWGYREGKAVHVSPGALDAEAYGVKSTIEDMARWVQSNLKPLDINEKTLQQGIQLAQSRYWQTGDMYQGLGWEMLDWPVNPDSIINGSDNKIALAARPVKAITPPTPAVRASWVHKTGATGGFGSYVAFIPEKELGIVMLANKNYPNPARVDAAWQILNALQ
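AmpC (5.3 nM in the dispensed reagent) in 20 mM phosphate pH 7.0 with 0.01% (detergent screen) or 0.0001% Triton X-100 was preincubated with compounds for 15 min at room temperature. Nitrocefin was then added from an 800 uM solution, and hydrolysis was followed at 480 nm.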
Giardia FBPA inh = inhibitors of Giardia lamblia fructose-1,6-bisphosphate aldolase; A8B2U2; purified Giardia FBPA; Potency, µM (series often up to 59.6 µM), for the others: top-dose activity, negative = inhibition, most hits filed as inhibitors; actives 0.71% (n = 290,000); AID 2451; also: potency is read from the fitted curve at half-maximal effect; % is scaled to controls: 0 for no effect and ±100 for the full control effect; nearly all actives have a fitted effect of over 55% in size
Target sequence (A8B2U2 whole entry, looked up): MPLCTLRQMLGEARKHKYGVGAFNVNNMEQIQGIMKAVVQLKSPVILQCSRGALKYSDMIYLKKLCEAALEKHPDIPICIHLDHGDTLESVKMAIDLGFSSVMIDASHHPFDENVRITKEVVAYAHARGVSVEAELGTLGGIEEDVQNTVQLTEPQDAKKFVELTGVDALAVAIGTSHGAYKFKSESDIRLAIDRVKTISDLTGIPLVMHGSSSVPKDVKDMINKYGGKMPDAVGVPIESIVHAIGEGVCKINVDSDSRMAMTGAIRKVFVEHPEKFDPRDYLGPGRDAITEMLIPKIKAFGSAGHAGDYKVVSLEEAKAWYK
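Giardia FBPA (40 nM reagent) was preincubated 10 min at RT with compound (up to 57.5 uM final), then substrate plus GAPDH/TPI/NAD/arsenate coupling system with diaphorase/resazurin was added; resorufin fluorescence (525/598 nm) was read after 20 min.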
AmpC inh no detg = blocks E. coli AmpC beta-lactamase in detergent-free assay | Potency, µM (series often up to 57.1 µM), for inactives: top-dose activity change, negative = inhibition, most hits filed as inhibitors | AID 485341 | AmpC nitrocefin hydrolysis, absorbance 480 nm, 0.0001% Triton | actives 0.52% (n = 330,000);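 also: potency is read from the fitted curve at half-maximal effect; plate controls were no compound for no effect and no enzyme for full effect; nearly all actives have a fitted effect of over 20% in size; some results filed as inactive show a strong effect at the top dose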
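20 mM phosphate pH 7.0 + 0.01% (detergent screen) or 0.0001% Triton X-100; 5.3 nM AmpC reagent; cpd preinc 15 min RT; nitrocefin (800 uM stock) to start; A480 q20 s × 4 min; Activity was normalised to no-enzyme and no-compound control wells.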
AMA1-RON2 inh = inhibitors of Plasmodium falciparum AMA1-RON2 interaction | AlphaScreen AMA1-biotinylated RON2 peptide binding | Potency, µM (highest dose often 58.2 µM), for the others: at the highest dose activity change, negative = inhibition, hits mostly inhibitors | actives 0.2% (n = 360,000) | AID 720542;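 also: potency is read from the fitted curve at half-maximal effect; 0% = vehicle wells and -100% = peptide control; nearly all actives have a fitted effect of over 45% in size; some results filed as inactive show a strong effect at the top dose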
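AMA1 (3D7) with his tag at 25 nM final met compounds first, then biotinylated RON2 peptide at 25 nM; detection used donor plus acceptor beads, 10 µg/mL apiece, read by AlphaScreen after 30 min at room temperature.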
Shiga inhibitor = blocks Shiga toxin action in Vero cells | Vero cells, Shiga toxin protein synthesis inhibition reporter | actives 9.2% (n = 290,000) | AID 2315 | inhibition, % at 38.7 µM; in the data active = inhibition mostly above about 28%, no sharp cut-off; inactive = mostly below about 43%; also: 0% is about no effect
Starred values were filed as active, the others as inactive; ? = inconclusive; nt = no result given; [ ] = remark or other dose. Unless noted, calls follow the shape of the dose curve; as a rule, active = well fitted curve in the direction sought with a large enough effect; inconclusive = small, poorly fitted or top-dose-only effect, or another doubt; inactive = no such curve, though single readings can be large; an effect the other way counts as inactive or inconclusive.

SMILES | CHX counter | HCMV inh | AmpC inh detg | Giardia FBPA inh | AmpC inh no detg | AMA1-RON2 inh | Shiga inhibitor
CC1CCc2c(sc3nc(CN4CCN(S(=O)(=O)c5ccccc5[N+](=O)[O-])CC4)[nH]c(=O)c23)C1 (stereo not given) | -5 | ? | -7% | -1% | -16% | 56%[activator] | -7
CC(C)OCC1CC(CC(=O)NC(=S)Nc2cccc([N+](=O)[O-])c2)C(=O)O1 (stereo not given) | 1 | 39 | ? | -18% | -5% | -4% | 7
COc1ccc(N2CC(C(=O)N/N=C/c3cccs3)CC2=O)cc1 (stereo not given) | 12 | -25 | 2% | 2% | -12% | 3% | 19
COc1ccc(-n2c(C)nc3c(cnn3-c3ccc(Cl)cc3)c2=O)cc1 | -2 | -77* | -7% | -2% | 3% | 12% | 33
CN(C)S(=O)(=O)N1CCN(C(=O)c2cccc(Br)c2)CC1 | -2 | 20 | ? | 8% | 1% | 4% | -20
O=c1[nH]c(/C=C/c2ccccc2Cl)c([N+](=O)[O-])c(=O)[nH]1 | -1 | 38 | 1% | 17% | -15% | -8% | -4
O=C(NCc1ccccc1)C(=O)NCC1COc2ccccc2O1 (stereo not given) | -2 | 34 | ? | 1% | -19% | 2% | 3
COc1ccccc1Nc1nc(N)nc(CN2CCN(Cc3ccccc3)CC2)n1 | 0 | 22 | -19% | -7% | 17% | -21% | -11
CCn1cc(C(=O)N(CCC(C)C)c2c(N)n(Cc3ccccc3)c(=O)[nH]c2=O)c(=O)c2ccc(C)nc21 | -4 | -16 | 9% | -5% | -3% | 24% | 15
O=C(Nc1ccccc1C(F)(F)F)c1cc(-c2ccc(O)cc2)on1 | 38* | -14 | 4% | 9% | -12% | -4% | 55*
C=CCOc1ccccc1CN1CCCN(C)CC1 | -2 | -8 | -23% | ? | -18% | -2% | -2
CC(C)(C)c1ccc(S(=O)(=O)N2CCC(CO)(CC3CCCCO3)CC2)cc1 (stereo not given) | -1 | -18 | -2% | 2% | 173%[activator] | -3% | -5

Looked up by structure from the list above, two records:
SMILES | CHX counter | HCMV inh | AmpC inh detg | Giardia FBPA inh | AmpC inh no detg | AMA1-RON2 inh | Shiga inhibitor
CC(C)(C)c1ccc(S(=O)(=O)N2CCC(CO)(CC3CCCCO3)CC2)cc1 (stereo not given) | -1 | -18 | -2% | 2% | 173%[activator] | -3% | -5
COc1ccc(N2CC(C(=O)N/N=C/c3cccs3)CC2=O)cc1 (stereo not given) | 12 | -25 | 2% | 2% | -12% | 3% | 19

(continued)
SMILES | CHX counter | HCMV inh | AmpC inh detg | Giardia FBPA inh | AmpC inh no detg | AMA1-RON2 inh | Shiga inhibitor
N/C(Cc1ccc([N+](=O)[O-])cc1)=N\OC(=O)CC1CCCCC1 | -2 | 26 | ? | 3% | -24% | -6% | -1
COc1ccc(C2(c3ccc(OC)cc3)NC(=O)N(CC(=O)Nc3cc(C)on3)C2=O)cc1 | nt | -28 | nt | nt | -46% | -8% | nt
COc1ccc(N2C(=O)C3CCCN3C2=S)cc1 (stereo not given) | -1 | 13 | -2% | -1% | -26% | ? | -5
Cc1ccc(S(=O)(=O)N2CCN(CC(=O)Nc3ccc(N4CCOCC4)cc3)CC2)cc1C | -2 | -27 | -8% | 6% | 142%[activator] | -13% | -5
O=C(Nc1ccc(S(=O)(=O)N2CCCC2)cc1)C1CC(=O)N(CCc2ccc(F)cc2)C1 (stereo not given) | nt | -5 | -7% | nt | 24% | -5% | nt
CCCn1c(N)c(N(CCOC)C(=O)c2ccc(N(C)S(=O)(=O)c3ccc(C)cc3)cc2)c(=O)[nH]c1=O | nt | -24 | -3% | nt | 33% | -13% | nt
O=C(CSc1ccc2nnc(-c3cccnc3)n2n1)Nc1ccccc1 | 5 | -2 | 2% | nt | -9% | -1% | -12
CC(C)NC(=O)CSc1nc(N)c(NC(=O)c2ccccc2F)c(=O)[nH]1 | -1 | -30 | -1% | -7% | -13% | 4% | 19
CCOc1ccc(N(C)S(=O)(=O)c2cc(-c3cc(C)no3)ccc2C(C)C)cc1 | 20 | ? | -7% | 4% | -18% | 23% | 13
Cc1ccc(N(CC(=O)NC(C)C)C(=O)CCC(=O)Nc2nccs2)cc1 | -1 | 19 | ? | 1% | -5% | 0% | -7
CCN1CCN(c2cc(C)c3cc(NC(=S)NCc4cccs4)ccc3n2)CC1 | -1 | -11 | 4% | 1% | 26% | -2% | -10
Cn1c(O)c(C2=c3ccccc3=NC2=O)sc1=Nc1ccc(Cl)cc1 | 7.0* | -67* | -3% | -7% | -56% | -10% | 7
CCN(CC)c1ccc(CN(C(=O)c2cccs2)C2CCS(=O)(=O)C2)cc1 (stereo not given) | -2 | -31 | 4% | nt | 57% | -7% | -5
Cc1ccc(NC(=O)CSc2nnc(C)c(=O)[nH]2)cc1C | 4 | ? | -4% | 22% | -15% | -7% | 13
CCOc1ccc(NC(=O)CN2C(=O)S/C(=C/c3cccn3C)C2=O)cc1 | -2 | ? | -7% | 2% | -21% | -12% | -10
Cc1cc(CNC(=O)c2cccc([N+](=O)[O-])c2C)c2ccccc2n1 | 2 | -73* | 3% | -5% | -3% | -3% | -24
COc1ccc2c(c1)CC/C(=C\c1ccc(C)o1)C2=O | 56* | 83 | 3% | -28% | -40% | ? | 91*
CC1CCCCC1NC(=O)COc1ncnc2sccc12 (stereo not given) | nt | -37 | -18% | nt | -22% | 0% | nt
COP(=O)(OC)C(NS(=O)(=O)c1ccccc1)C(Cl)(Cl)Cl (stereo not given) | -2 | -23 | -1% | -6% | -11% | 8% | 16
Cc1c(NC(=O)C2Cc3ccccc3CN2C(=O)c2ccco2)c(=O)n(-c2ccccc2)n1C (stereo not given) | -4 | -5 | -11% | 1% | -9% | 14% | -7
Cc1ccc(CN(C(=O)COc2ccc([N+](=O)[O-])cc2)C2CCS(=O)(=O)C2)o1 (stereo not given) | 2 | ? | -5% | nt | 15% | -1% | -5
Cc1cc(=O)oc2cc(NC(=O)[C@H](CCCCN)NC(=O)[C@H](CC3CCCCC3)NC(=O)OCC3c4ccccc4-c4ccccc43)ccc12 | -7 | nt | nt | -4% | nt | nt | -11
COc1ccc(N/C=C/C(=O)c2ccccc2)cc1 | 9 | 57 | -12% | 4% | -21% | 1% | nt
Cc1ccc(O)c(CNc2ccccn2)c1 | 22 | 51 | ? | 1% | -29% | -15% | 101*
O=C(Nc1ncc2c(n1)-c1ccccc1OC2)c1ccc(F)cc1 | 3 | 3 | ? | -5% | -27% | -10% | 21
CC(C)N1CCc2c(sc(NC(=O)c3ccco3)c2C(N)=O)C1 | 21* | -76* | -8% | -27% | -17% | 31%[activator] | 39
COC(=O)c1cc(S(=O)(=O)Nc2nn(C)c3ccccc23)oc1C | 7 | 58 | 2% | 4% | -24% | -3% | -11
Nc1ccc(-c2nnc(-c3ccccc3)o2)cc1 | 52* | 88 | 10% | -4% | -18% | 0% | 72*
CCC1(c2ccc(Cl)cc2)NC(=O)N(CC(=O)N2CCN(C(=O)c3ccco3)CC2)C1=O (stereo not given) | nt | -38 | nt | nt | 140%[activator] | 1% | nt
Cc1ccc(OCc2cn3cccnc3n2)cc1 | 55* | 85 | 9% | -6% | -2% | 9% | 104*
CCC1S/C(=N\S(=O)(=O)c2cccs2)N(C2CCCCC2)C1=O (stereo not given) | -2 | 11 | 3% | -3% | -20% | -9% | -15
CN(Cc1ccccc1)C(=O)CCCn1c(=O)[nH]c2cc(Cl)ccc2c1=O | -2 | 3 | ? | -2% | -20% | 4% | 17
CC(=O)NC12CC3CC(C1)CC(C(=O)N(C)CC(=O)Nc1cccc(F)c1)(C3)C2 | nt | 17 | -1% | nt | -2% | 18% | nt
CC(=O)c1cccc(NC(=O)CN(C2CCCCC2)S(C)(=O)=O)c1 | 3 | 30 | 5% | 1% | -10% | -9% | 6
Cc1cc(C)nc(SCc2nnc(SCC(=O)Nc3ccc(Cl)c(C(F)(F)F)c3)o2)n1 | -6 | -12 | -7% | -23% | -5% | 6% | -15
O=C(Oc1ccc(Br)cc1)c1cccnc1 | 7 | 6 | 1% | 11% | 2% | 3% | 23
CCCCCC1CCC(c2n[nH]c(=S)n2C)CC1 (stereo not given) | -6 | -82* | ? | -1% | -17%[2.29 µM] | 34%[activator] | -12
Cc1ccc(Sc2ncccc2C(=O)O)cc1 | 7 | 23 | 1% | 18% | -24% | 13%[11.6 µM] | 21
Cc1cc(OC(=O)c2cccc(Br)c2)c([N+](=O)[O-])c(=O)[nH]1 | 2 | 43 | -10% | -1% | -20% | 1% | -2
CC(C)c1nnc(NC(=O)CSc2ccccc2)s1 | 34* | 118 | 5% | -5% | -34% | -2% | 18
O=C(Nc1ccc(Cl)cc1)N(CCCN1CCOCC1)Cc1cccs1 | 1 | 107 | ? | 0% | 25% | -4% | -4
COc1ccc(C(C(=O)NC(C)(C)C)N(C[C@H]2CC[C@@H]([C@@H]3CC[C@H](CO)O3)O2)C(=O)c2ccccc2)cc1 (stereo not given in full) | nt | 5 | nt | nt | 31% | -1% | nt
CCCCC(=O)Nc1ccc2c(c1)nc1n2CCOC1 | 20* | 35 | ? | 3% | -13% | -9% | 89*
O=C(O)C1CCCN1c1ncccn1 (stereo not given) | -4 | 26 | ? | 7% | -9% | 13% | -5
COc1ccc(S(=O)(=O)Nc2cccc(C)c2C)c2cccnc12 | -5 | ? | ? | 2% | -1% | -15% | -5
CC(Nc1ccc(F)cc1)=[N+](C)CCNS(=O)(=O)c1ccc(Cl)cc1 | -4 | 20 | -14% | nt | -16% | 2% | -3
CCOC(=O)C1CCN(CC(=O)N(CC(C)C)c2c(N)n(CC(C)C)c(=O)[nH]c2=O)CC1 | -8 | 7 | 14% | 0% | 14% | 0% | 14
NS(=O)(=O)c1ccc(NS(=O)(=O)/C=C/c2ccccc2)cc1 | -4 | 46 | -1% | 5% | -21% | ? | -4
COc1cccc(CC2(CO)CCCN(Cc3sc(N4CCCC4)nc3Cl)C2)c1 (stereo not given) | -1 | 3 | -3% | -7% | 43% | -7% | 11
CCOC(=O)c1cnn(-c2ccccc2)c1-n1cccc1 | -5 | -3 | 1% | 2% | -19% | -15% | -7
Cc1cc(C)n2nc(C(=O)OCC(=O)c3cc(C)n(CC4CCCO4)c3C)nc2n1 (stereo not given) | -3 | 1 | -1% | 1% | -3%[11.4 µM] | -12% | 15
COc1cccc(CNCCSc2nnnn2C)c1OC | -6 | -11 | 2% | -4% | -20% | 16% | -4
COc1ccc(N(CC(=O)Nc2ccc(S(=O)(=O)N3CCOCC3)cc2)S(=O)(=O)c2ccccc2)cc1 | -1 | -17 | ? | 0% | 0% | -2% | 23

Exported in CSV form: two of the compounds above
Molecule,CHX counter,HCMV inh,AmpC inh detg,Giardia FBPA inh,AmpC inh no detg,AMA1-RON2 inh,Shiga inhibitor
O=C(Nc1ncc2c(n1)-c1ccccc1OC2)c1ccc(F)cc1,3,3,?,-5%,-27%,-10%,21
CC(C)N1CCc2c(sc(NC(=O)c3ccco3)c2C(N)=O)C1,21*,-76*,-8%,-27%,-17%,31%[activator],39

Rows were taken by chance (roughly 16% active in at least one column).
